Bioassay records as filed in PubChem BioAssay.
miR-122 sensor – miR-122 inhibition in Huh7 cells | Huh7 miR-122 Renilla luciferase sensor, 48 h; neutral wells = 0, positive control = 100 | activation (reporter increase), % at 12.5 µM | 340,000 tested, 0.3% active;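 active = mean replicate activation score at least 90 and every replicate individually at or above 90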;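 note: higher luciferase means less miR-122 activity so hits act as miR-122 inhibitors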
* hit, by the source's call. Not all compounds are listed; the hit share may differ from the screen's.

miR-122 sensor	SMILES
1	COc1ccc(CCNC(=O)CSCc2ccc(C)cc2)cc1OC
-2	Nc1nonc1-c1noc(CCCOc2ccc(Cl)cc2Cl)n1
20	CC(=O)OC(C(=O)NC1CCCCC1)c1cccc(C)c1 (configuration not stated)
-4	OC(CN1CCN(C(c2ccccc2)c2ccccc2)CC1)c1ccccc1 (configuration not stated)
-3	Cc1[nH]n(-c2ccccc2)c(=O)c1C(c1ccc(O)c([N+](=O)[O-])c1)c1c(C)[nH]n(-c2ccccc2)c1=O
-3	CCOC(=O)CSc1nc2ccc(C)cc2[nH]1
-1	CCCOc1ccc(C(=O)NCC(c2cccs2)N(C)C)cc1OC (configuration not stated)
3	O=[N+]([O-])c1cc(S(=O)(=O)N2CCCCC2)ccc1NCc1cccc(Cl)c1
-3	COCCCn1c(SCc2nnc(-c3ccc(OC)c(OC)c3)o2)nnc1-c1ccncc1
3	COc1ccccc1NC(=O)c1csc2c1CCCC2
-3	O=C(O)c1ccc(NS(=O)(=O)c2ccc(Cl)cc2)cc1
4	COc1ccc(C(=O)N2CCC(C(=O)c3ccc(F)cc3)CC2)cc1
-7	O=[N+]([O-])c1ccc(Sc2ccc(Cl)c(Cl)c2)nc1
3	Cc1nc2cccc(C(=O)NC3CCCCC3)c2o1
-1	S=c1[nH]nc(-c2ccco2)n1/N=C/c1ccc(Br)s1
-4	CCOC(=O)c1ccccc1NC(=O)COC(=O)C(CCSC)NC(=O)COc1ccccc1 (configuration not stated)
6	COc1ccc2[nH]c3ccccc3c2c1
16	Cc1noc(C)c1C(=O)Nc1cccnc1
0	COCCN1CN(S(=O)(=O)c2ccccc2)c2nc3ccccc3nc21
-5	Cc1ccc(C2C(C(=O)c3sc(-c4ccccc4)nc3C)=C(O)C(=O)N2CCN(C)C)o1 (configuration not stated)
2	COc1ccc(C/C(C)=N/NC(=S)Nc2ccc(C)c(C)c2)cc1
-2	CC[C@@]12C(=O)N(c3ccc(OC)cc3)C(=O)N1[C@H](c1cccc(C)c1)[C@@H]1C(=O)N(Cc3ccccc3)C(=O)[C@@H]12
-5	O=C(Nc1ccc(F)cc1)c1cccc(NC(=O)C2C3CC4OC(=O)C2C4C3)c1 (configuration not stated)
0	CN(C)c1ccc(/C=N/NC(=O)CN(c2cccc(Cl)c2)S(C)(=O)=O)cc1Br
2	Nc1c(N2CCCCC2)c(=O)[nH]c(=O)n1-c1ccccc1
-6	CCOC(=O)c1cc(C#N)c(SC)nc1-c1ccccc1
0	O/N=C/c1cc(Br)cc(Br)c1OCc1ccccc1
-29	COc1ccccc1NC(=O)Nc1ccnn1Cc1cccs1
-6	Cc1ccc(C)c(C(=O)CSc2n[nH]c(-c3ccncc3)n2)c1
-10	COc1ccc(C2C(C#N)=C(N)N(c3sc4c(c3C#N)CCCC4)C3=C2C(=O)CC(C)(C)C3)cc1 (configuration not stated)
9	CCOC(=O)c1[nH]c2cc3c(cc2c1NC(=O)CN1CCc2ccccc2C1)OCO3
-1	CC(=O)NS(=O)(=O)c1ccccc1
-4	CSc1nc(-c2ccco2)nn1C(=O)CCc1ccccc1
-5	NC(=O)c1cccc2c3c([nH]c12)CCCC3
-1	Cc1ccccc1OCCCN1CCCC1
-2	CCc1ccc(Oc2coc3cc(OC(=O)c4cc5ccccc5oc4=O)ccc3c2=O)cc1
5	O=C(Nc1ccc(Br)cc1F)c1sccc1-n1cccc1
0	O=C(Cn1nc(C(F)(F)F)c2c1CCCC2)Nc1ccc2c(c1)OCO2
-2	CCCOC(=O)Cn1c(=O)c2cc3c(=O)n(CC(=O)OCCC)c(=O)c3cc2c1=O
-8	CCCCn1c(SCC(=O)Nc2nnc(C)s2)nnc1-c1ccoc1C
27	CC(C)CC(=O)Nc1cccc(-c2nc3ccccc3o2)c1
81	Cc1ccc(S(=O)(=O)NCCC2(C(C)C)CCOC(C)(C)C2)cc1 (configuration not stated)
4	CN1C(=O)CC(N2CCN(CC(=O)N3CCCC3)CC2)C1=O (configuration not stated)
0	O=C(C1CCCCC1)N1CCN(S(=O)(=O)c2ccc(Cl)cc2)CC1
4	CC(=O)c1cccc(S(=O)(=O)NCC(c2ccco2)N2CCCCC2)c1 (configuration not stated)
-3	Cc1ccc(/C(N)=N/OC(=O)c2ccc(F)cc2)cc1
-1	Cc1ccc(NC(=O)CN2C(=O)N/C(=C/c3ccc(C)o3)C2=O)cc1
-2	CC(=O)Nc1cccc(Oc2cnc3ccccc3n2)c1
2	CCCC(=O)Nc1ccc2c(c1)nc1n2CCOC1
-5	CCOc1cc(N2CCOCC2)c(OCC)cc1NC(=O)Cc1ccc(OC)c(OC)c1

At a glance, some entries already given:
miR-122 sensor	SMILES
-4	CSc1nc(-c2ccco2)nn1C(=O)CCc1ccccc1
-5	NC(=O)c1cccc2c3c([nH]c12)CCCC3
-1	Cc1ccccc1OCCCN1CCCC1
-2	CCc1ccc(Oc2coc3cc(OC(=O)c4cc5ccccc5oc4=O)ccc3c2=O)cc1
5	O=C(Nc1ccc(Br)cc1F)c1sccc1-n1cccc1
0	O=C(Cn1nc(C(F)(F)F)c2c1CCCC2)Nc1ccc2c(c1)OCO2
-2	CCCOC(=O)Cn1c(=O)c2cc3c(=O)n(CC(=O)OCCC)c(=O)c3cc2c1=O
-8	CCCCn1c(SCC(=O)Nc2nnc(C)s2)nnc1-c1ccoc1C
27	CC(C)CC(=O)Nc1cccc(-c2nc3ccccc3o2)c1
81	Cc1ccc(S(=O)(=O)NCCC2(C(C)C)CCOC(C)(C)C2)cc1 (configuration not stated)
4	CN1C(=O)CC(N2CCN(CC(=O)N3CCCC3)CC2)C1=O (configuration not stated)
0	O=C(C1CCCCC1)N1CCN(S(=O)(=O)c2ccc(Cl)cc2)CC1
4	CC(=O)c1cccc(S(=O)(=O)NCC(c2ccco2)N2CCCCC2)c1 (configuration not stated)
-3	Cc1ccc(/C(N)=N/OC(=O)c2ccc(F)cc2)cc1
-1	Cc1ccc(NC(=O)CN2C(=O)N/C(=C/c3ccc(C)o3)C2=O)cc1
-2	CC(=O)Nc1cccc(Oc2cnc3ccccc3n2)c1
2	CCCC(=O)Nc1ccc2c(c1)nc1n2CCOC1
-5	CCOc1cc(N2CCOCC2)c(OCC)cc1NC(=O)Cc1ccc(OC)c(OC)c1

Other structures.
miR-122 sensor	SMILES
-5	O=C(O)C1CCCCC1C(=O)NCCc1cccc(Cl)c1 (configuration not stated)
9	Cc1ccc(-c2nnc(SCC(=O)Nc3sc(C)c(C)c3C#N)n2C)cc1
-1	S=c1[nH]nc(-c2ccccc2)n1CC1CCCO1 (configuration not stated)
-13	O=C(Oc1ccccc1)c1cccc(COC(=O)c2cnccn2)c1
-7	N#Cc1c(-c2ccc3c(c2)OCO3)cc[nH]c1=O
9	COC(=O)c1c(C)oc2ccc(N(C(=O)c3ccncc3)S(=O)(=O)c3ccccc3)cc12
-2	COCC(C)NS(=O)(=O)c1ccc(NC(=O)C(Cc2ccccc2)NC(N)=O)cc1 (configuration not stated)
1	COc1ccc(/C=C/C(=O)NC(=S)NNC(=O)Cc2cccs2)cc1
8	O=C(O)c1ccc2c(c1)C(=O)N(Cc1ccccc1)C2=O
-2	CCOc1ccc(N2C(=O)C3CC(C)=C(C)CC3C2=O)c([N+](=O)[O-])c1 (configuration not stated)
6	CC(C(=O)OCn1nnc2ccccc2c1=O)N1C(=O)c2ccccc2C1=O (configuration not stated)
-5	COC(=O)c1cc(C)nc(N)c1C#N
-6	CNC(=O)CSCc1cnn(-c2ccccc2)c1-n1cccc1
-11	NC(=S)NNc1cc(Cl)cc(Cl)c1
6	CCOC(=O)C1C(c2cc(OC)c(OC)c(OC)c2)NC(=S)NC1(O)C(F)(F)F (configuration not stated)
6	O=C(Nc1ccc2c(c1)nc1n2CCN(Cc2ccccc2)C1)NC1CCCCC1
18	O=C(/C=C/c1ccco1)Nc1cccc(S(=O)(=O)N2CCOCC2)c1
12	O=C1NC(c2ccccc2Cl)Nc2ccccc21 (configuration not stated)
-3	O=C1C(Br)=C(c2ccccc2)C(c2ccccc2)=C1c1ccccc1
18	CC(=O)Nc1ccc(NC(=O)CN(c2ccc(F)cc2)S(=O)(=O)c2ccc3c(c2)OCCO3)cc1
1	CCOc1ccc(OCCNC2CCCC2)cc1
4	CCOC(=O)C1C(=O)N(C(=O)c2cncc(Br)c2)CC1c1ccccc1 (configuration not stated)
0	O=C(CCSc1nnc(-c2ccco2)o1)Nc1ccc(Cl)cc1
2	CC(C)COC(=O)N1CC(O)CC1C(=O)O (configuration not stated)
5	CN1CCCC1CCNC1C2CC3CC(C2)CC1C3 (configuration not stated)
-3	CSc1ccccc1NC(=O)CN(Cc1ccccc1)S(C)(=O)=O
-8	CCCNC(=O)C(CC)NS(=O)(=O)c1ccc(OC)cc1 (configuration not stated)
-5	CN(c1ccc(C(=O)N2CCCCC2)cc1)S(C)(=O)=O
4	O=C(c1ccccc1)N1CCCCC(S(=O)(=O)c2ccc3ccccc3c2)C1=O (configuration not stated)
2	Cc1c(Br)c([N+](=O)[O-])nn1C(C)C(=O)NCc1cccs1 (configuration not stated)
-2	Cc1ccc(S(=O)(=O)NC(=O)Nc2ccccc2F)cc1
-1	CCOC(=O)C1CCCN(C(=O)c2ccc(OC)c([N+](=O)[O-])c2)C1 (configuration not stated)
-2	O=C(c1ccccc1)N1CCCC(C(=O)N2CCCCCC2)C1 (configuration not stated)
-10	CCOCCCNC(=O)C1CCCN1C(=O)NC1CCCCC1 (configuration not stated)
5	O=C(Nc1ccccc1C(=O)OCn1nnc2ccccc2c1=O)c1ccco1
-5	CCc1ccc2[nH]c(=O)c(CN(CCN3CCOCC3)C(=O)Nc3ccccc3F)cc2c1
-7	Cc1ccc(N2C(=O)c3ccc(C(=O)N4CCN(c5cccc(C)c5C)CC4)cc3C2=O)cc1
-2	COc1cc(Nc2ccccc2Cl)c([N+](=O)[O-])nc1[N+](=O)[O-]
0	CCN(CCCNC(=O)CCn1c(=O)[nH]c2ccccc2c1=O)c1ccccc1
-15	Cc1ccc(C)c(N2CCN(C(=O)c3csc(C)c3C)CC2)c1
-1	COc1ccc(-c2c3c(nc4sc5c(Cl)nc(C)nc5c24)CCC3)cc1
14	Cc1cc(Oc2ccc(Br)cc2)nc(SCC(=O)c2ccccc2)n1
1	Cc1cccc(C)c1NC(=O)C(c1ccccc1)N1CCOCC1 (configuration not stated)
-16	CCc1ccc(-c2nc(CN3CCC(C(=O)NCc4ccccc4OC)CC3)c(C)o2)cc1
-12	CC(=O)Oc1ccc(Oc2ccc(-c3noc(C)n3)cc2)cc1
0	CCOC(=O)c1ccc(N2C(=O)CC(Sc3nc(O)c(CC)c(=O)[nH]3)C2=O)cc1 (configuration not stated)
2	CCOC(=O)N1CCN(C(=O)c2cccc(NC3=NC4CS(=O)(=O)CC4S3)c2)CC1 (configuration not stated)
-2	CS(=O)(=O)N(CC(=O)N1CCCCC1)c1sc2c(c1C#N)CCCC2
-5	Cc1ccc2[nH]c(=O)c(CN(CCO)C(=O)NCc3ccccc3)cc2c1
6	COc1ccc(CCNC(=O)COC(=O)c2ccco2)cc1OC

Next part
miR-122 sensor	SMILES
-3	CCNC(=S)N/N=C1\C(=O)c2cccc3cccc1c23
1	O=C1CC(NC23CC4CC(CC(C4)C2)C3)C(=O)N1c1ccc2c(c1)OCO2 (configuration not stated)
-1	Cc1ccc(/C=N\NC(=O)Cn2nnc3ccccc32)o1
2	O=C1CC(c2ccco2)c2ccc3ccccc3c2N1 (configuration not stated)
31	COc1ccc(NC(=O)C23CC4CC(C2)CC(n2cnc(Br)n2)(C4)C3)c(C)c1
-10	COC(=O)c1ccc(COn2c(=O)c(C)[n+]([O-])c3ccccc32)cc1
12	COc1ccc(-c2nnn(CC(=O)N(CC(=O)NCCC(C)C)Cc3cccs3)n2)cc1OC
196*	O=C(CCc1ccc(S(=O)(=O)NCCc2ccccc2)cc1)NCc1ccc2c(c1)OCO2
13	O=S(=O)(Nc1cccc2nsnc12)c1ccccc1
7	N#CCSc1nnc(C2CCCCC2)n1Cc1ccccc1
12	Nn1c(Cc2cccc3ccccc23)nnc1SCCOc1ccc(F)cc1
-3	COc1ccc(-c2nnc3n2-c2ccccc2SC3)cc1OC
-3	O=C(O)CC(NCc1ccco1)C(=O)OCCc1ccccc1 (configuration not stated)
-1	Cc1cc(C)c(N2C(=NC(=O)CCCC(=O)O)SC3CS(=O)(=O)CC32)c(C)c1 (configuration not stated)
-1	COC(=O)CSc1nnc(CNC(=O)c2ccc(S(=O)(=O)N3CCCCC3)cc2)n1C
11	Cc1ccnc(NC(=O)CSc2cc(=O)n(C)c3ccccc23)c1
0	CN(CCNC(=O)c1cccc(N2CCCC2=O)c1)Cc1ccccc1
-4	CC1=NN(/C(=N\c2nnc(C)s2)Nc2ccccc2)[C@H](c2cccc3ccccc23)S1
6	C/C(=N\NC(=O)c1cccs1)C(C)(C)C
3	COc1ccccc1OCCNC1CCCC1
-1	Cc1c(NC(=O)C(Sc2ccccc2)c2ccccc2)cccc1[N+](=O)[O-] (configuration not stated)
-9	COc1ccc(-c2nnc(-c3cccs3)o2)cc1OC
-5	CN(Cc1ccccc1)c1ncnc2ccc(Br)cc12
5	CC1CC(C)(C)N(C(=O)NC2CCCCC2)c2ccccc21 (configuration not stated)
-12	Clc1cccc(CSc2nnc(-c3sccc3-n3cccc3)o2)c1
23	Cc1cc(/C=C(\C#N)C(=O)NCc2ccco2)c(C)n1C1CCCC1
-6	COc1ccc(OC)c(S(=O)(=O)NCCO)c1
0	COc1ccccc1OCCNC(=O)c1cccs1
5	COCCNC(=O)C(OC(=O)c1cc2oc(C)cc2n1C)C(C)C (configuration not stated)
-7	Cc1cc2ncn(S(=O)(=O)c3ccc(S(=O)(=O)N4CCOCC4)cc3)c2cc1C

Reprinted at random: two records from the list, in no set order.
miR-122 sensor	SMILES
0	COc1ccccc1OCCNC(=O)c1cccs1
5	COCCNC(=O)C(OC(=O)c1cc2oc(C)cc2n1C)C(C)C (configuration not stated)
